Source: PubChem BioAssay
Dicer inh – blocks human Dicer maturation of pre-miR-21; hit rate 6% among 47,000; cat-ELCCA pre-miR-21 Dicer processing, chemiluminescence; stronger effect = higher value; z-score at 25 µM; AID 1347074; Q9UPY3; in the data active = z-score above about 3, passing the limit was not always enough;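 note: plate controls were vehicle for no effect and no enzyme for full effect; higher signal means more uncleaved substrate so more Dicer inhibition; strong numbers were not always called active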
Target sequence (Q9UPY3 whole entry, looked up): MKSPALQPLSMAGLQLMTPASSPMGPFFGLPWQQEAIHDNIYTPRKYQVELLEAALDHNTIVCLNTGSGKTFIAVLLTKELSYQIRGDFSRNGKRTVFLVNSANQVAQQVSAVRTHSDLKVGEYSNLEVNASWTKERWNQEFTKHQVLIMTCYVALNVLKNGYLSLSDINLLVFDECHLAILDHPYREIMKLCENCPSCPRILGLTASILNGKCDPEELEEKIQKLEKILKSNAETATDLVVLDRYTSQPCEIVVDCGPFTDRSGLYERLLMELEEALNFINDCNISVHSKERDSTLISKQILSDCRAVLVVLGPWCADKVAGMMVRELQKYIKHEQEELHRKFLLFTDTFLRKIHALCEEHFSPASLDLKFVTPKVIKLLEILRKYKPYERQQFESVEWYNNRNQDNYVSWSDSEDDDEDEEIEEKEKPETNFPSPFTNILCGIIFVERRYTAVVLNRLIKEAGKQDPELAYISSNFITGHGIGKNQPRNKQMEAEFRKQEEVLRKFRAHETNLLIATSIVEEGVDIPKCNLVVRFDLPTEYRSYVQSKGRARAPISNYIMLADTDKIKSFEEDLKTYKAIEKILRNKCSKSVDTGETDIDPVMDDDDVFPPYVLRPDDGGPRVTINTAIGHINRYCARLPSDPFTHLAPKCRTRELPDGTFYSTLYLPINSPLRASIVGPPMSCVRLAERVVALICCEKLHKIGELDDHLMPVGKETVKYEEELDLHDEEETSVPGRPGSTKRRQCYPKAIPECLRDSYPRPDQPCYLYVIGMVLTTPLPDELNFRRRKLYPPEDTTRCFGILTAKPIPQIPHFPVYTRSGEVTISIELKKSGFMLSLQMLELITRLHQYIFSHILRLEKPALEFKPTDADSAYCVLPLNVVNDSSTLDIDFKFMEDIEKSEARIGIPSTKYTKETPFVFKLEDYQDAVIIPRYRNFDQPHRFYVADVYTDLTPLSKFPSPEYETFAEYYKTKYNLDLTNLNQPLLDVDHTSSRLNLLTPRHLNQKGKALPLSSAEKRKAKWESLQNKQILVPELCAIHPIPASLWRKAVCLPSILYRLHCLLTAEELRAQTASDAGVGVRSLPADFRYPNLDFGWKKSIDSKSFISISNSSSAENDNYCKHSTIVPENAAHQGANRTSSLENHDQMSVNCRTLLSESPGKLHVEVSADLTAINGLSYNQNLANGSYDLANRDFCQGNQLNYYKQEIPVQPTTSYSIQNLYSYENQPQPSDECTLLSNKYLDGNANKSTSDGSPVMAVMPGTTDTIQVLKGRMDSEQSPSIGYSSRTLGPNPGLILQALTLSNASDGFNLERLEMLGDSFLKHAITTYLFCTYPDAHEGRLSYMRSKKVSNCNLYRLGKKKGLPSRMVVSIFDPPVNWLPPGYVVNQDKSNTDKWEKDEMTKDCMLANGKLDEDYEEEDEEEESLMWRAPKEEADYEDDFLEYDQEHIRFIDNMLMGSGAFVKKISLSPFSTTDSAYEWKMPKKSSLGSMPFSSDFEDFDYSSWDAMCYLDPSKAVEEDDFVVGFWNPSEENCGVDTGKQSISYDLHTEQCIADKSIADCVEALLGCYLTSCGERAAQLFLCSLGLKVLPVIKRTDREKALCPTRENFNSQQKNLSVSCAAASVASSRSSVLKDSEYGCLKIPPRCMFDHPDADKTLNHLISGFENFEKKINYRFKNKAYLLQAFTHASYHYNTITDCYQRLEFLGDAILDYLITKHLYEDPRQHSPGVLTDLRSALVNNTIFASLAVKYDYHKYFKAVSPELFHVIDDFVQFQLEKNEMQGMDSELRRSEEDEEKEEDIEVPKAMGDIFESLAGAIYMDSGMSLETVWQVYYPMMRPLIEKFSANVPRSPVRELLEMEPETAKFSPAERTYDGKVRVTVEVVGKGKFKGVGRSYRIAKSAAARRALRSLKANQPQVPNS
The depositor's hits bear a star. Some of the compounds tested; rates above refer to the full screens.

`COc1ccc(OCC(=O)Nc2nccs2)cc1` gave Dicer inh -0.68.
CSC(/N=C/N(C)C)=N/N=C/c1c(Cl)cccc1Cl was read as Dicer inh 1.5.
For O=C(Nc1ccc(N2CCOCC2)cc1)c1cc2cc(Cl)ccc2[nH]1 the results were Dicer inh 4*.
For CCOC(=O)c1c(NC(=O)COc2ccccc2)sc2c1CCC2 the results were Dicer inh 0.34.
`CC(C)(C)OC(=O)N1Cc2ccccc2C[C@H]1C(=O)NCCN1CCOCC1` gave Dicer inh 59.
Screening CCn1c(C(C)O)nc2ccccc21 (configuration not stated) returned Dicer inh -0.44.
`CCc1cc2c(=O)c(-c3nc4ccccc4[nH]3)c(C)oc2cc1OC(C)=O` gave Dicer inh 1.2.
For CN(C)c1ccc(/C=C/c2nc3n(n2)C=COc2ccccc2-3)cc1 the results were Dicer inh 6.1*.
For Cc1ccc(-c2csc3nc(-c4cccs4)oc(=O)c23)cc1 the results were Dicer inh 5.4*.
`Cc1ccc(C(=O)c2coc3ccc(O)c(CN4CCN(C)CC4)c23)cc1` gave Dicer inh 1.5.
For Cc1ccc(C2=NN(C(=O)CCC(=O)O)C(c3ccc(C)cc3)C2)cc1 (configuration not stated) the results were Dicer inh -0.32.
`CCOC(=O)c1c(C)n(C)c2ccc(OCC(O)CN3CCN(C)CC3)cc12` (configuration not stated) gave Dicer inh 0.6.
`CSc1nsc(SCC(=O)Nc2cc(C)on2)n1` gave Dicer inh -2.5.
For O=S(=O)(NCCc1ccccn1)c1ccc(S(=O)(=O)N2CCOCC2)cc1 the results were Dicer inh -0.01.
Screening COc1cc(NC(=O)CN2c3cccc4cccc(c34)S2(=O)=O)c(OC)cc1Cl returned Dicer inh -0.09.
Screening CCSc1nnc2c(n1)OC=Nc1ccc(Br)cc1-2 returned Dicer inh 1.1.
For O=C1SCCC1NS(=O)(=O)c1ccc(F)cc1Cl (configuration not stated) the results were Dicer inh -1.1.
Screening O=C(Oc1c(Br)cc(C(F)(F)F)cc1[N+](=O)[O-])c1ccccc1Cl returned Dicer inh -0.27.
Screening CC(=O)NC(Nc1ccc(C)cc1)(C(F)(F)F)C(F)(F)F returned Dicer inh -0.8.
CCN(C(=O)c1ccc(C(F)(F)F)cc1)c1cccc2ccccc12 was read as Dicer inh -1.3.
`COc1cccc(Cn2c3c(c4ccccc4c2=O)C(=O)c2ccccc2-3)c1` gave Dicer inh 1.8.
`CSc1sc(-c2[nH]ncc2Br)c2c1C(=O)CC(C)(C)C2` gave Dicer inh -0.24.
CCOc1ccc(C(C)C)cc1S(=O)(=O)n1ccnc1C was read as Dicer inh 0.05.
For N[C@H]1CONC1=O the results were Dicer inh 1.3.
CN(NC(=O)c1ccc(Cl)cc1)c1ncccc1[N+](=O)[O-] was read as Dicer inh 1.5.
Screening Cc1c(C)c(C)c(S(=O)(=O)Oc2ccccc2N2CC(C)OC(C)C2)c(C)c1C (configuration not stated) returned Dicer inh 0.29.
Cc1ccc2[nH]c(=O)c(-c3noc(C(C)C)n3)cc2c1 was read as Dicer inh 0.07.
For NNC(=O)c1cc2c(s1)-c1cc(Cl)ccc1SC2 the results were Dicer inh 0.01.
Screening Cn1c(-c2ccc(F)cc2)cnc1NCc1cc(Br)ccc1F returned Dicer inh 3.1*.
For O=C(NNC(=S)NC1CC2C=CC1C2)c1ccncc1 (configuration not stated) the results were Dicer inh -0.13.
Screening O=C(c1ccc(F)cc1F)C1CCN(S(=O)(=O)c2ccc(F)cc2F)CC1 returned Dicer inh -1.
Clc1ccc(C2Nc3ccccc3-c3nc4ccccc4n32)cc1 (configuration not stated) was read as Dicer inh 0.78.
For Nc1ccccc1SCC(O)COc1cccc(C(F)(F)F)n1 (configuration not stated) the results were Dicer inh 2.7.
`c1ccc2[nH]c(CSCSCc3nc4ccccc4[nH]3)nc2c1` gave Dicer inh -0.12.
For CCOC(=O)c1c(NC(=O)CCC(=O)O)sc2c1CCCC2 the results were Dicer inh 2.2.
CC(=O)N(CC(O)CN(C(C)=O)c1c(I)c(C(=O)NCC(O)CO)c(I)c(C(=O)NCC(O)CO)c1I)c1c(I)c(C(=O)NCC(O)CO)c(I)c(C(=O)NCC(O)CO)c1I (configuration not stated) was read as Dicer inh 0.63.
Screening Nc1c(-c2nnnn2-c2ccccc2)cnc2ccccc12 returned Dicer inh 1.2.
For O=C(O)CCC(=O)NCC(=O)c1ccc(F)cc1 the results were Dicer inh -0.23.
For O=C(Cc1cc(Br)sc1Br)N/N=C/c1c(Br)cnn1Cc1ccc(Cl)cc1 the results were Dicer inh -1.1.
CSc1sc(C(=O)Nc2ccc(Cl)cc2)c2c1S(=O)(=O)N(C)c1ccccc1-2 was read as Dicer inh -0.3.

Compounds listed so far that contain an NH in an aromatic ring:
For O=C(Nc1ccc(N2CCOCC2)cc1)c1cc2cc(Cl)ccc2[nH]1 the results were Dicer inh 4*.
`CCc1cc2c(=O)c(-c3nc4ccccc4[nH]3)c(C)oc2cc1OC(C)=O` gave Dicer inh 1.2.
`CSc1sc(-c2[nH]ncc2Br)c2c1C(=O)CC(C)(C)C2` gave Dicer inh -0.24.
Cc1ccc2[nH]c(=O)c(-c3noc(C(C)C)n3)cc2c1 was read as Dicer inh 0.07.
`c1ccc2[nH]c(CSCSCc3nc4ccccc4[nH]3)nc2c1` gave Dicer inh -0.12.

Next section:
Screening O=S(=O)(c1ccccc1)C1CC1(Cl)Cl (configuration not stated) returned Dicer inh -1.4.
Cc1cccc(-c2nc3n(n2)C(c2ccc(O)cc2)C2=C(CCCC2=O)N3)c1 (configuration not stated) was read as Dicer inh 0.2.
CCOC(=O)c1ccc2nc(C(F)(F)F)nc(N3CCCCC3)c2c1 was read as Dicer inh -1.5.
Screening O=C1CC(N2CCC(c3ccncc3)CC2)C(=O)N1c1ccc(F)c(Cl)c1 (configuration not stated) returned Dicer inh 1.1.
For COc1ccc(-c2noc(CSc3nc4ccc(C)cc4[nH]3)n2)c(OC)c1 the results were Dicer inh 0.42.
Cc1ccc(C(=O)OCc2cn(Cc3ccccc3)c3ccc([N+](=O)[O-])cc23)cc1 was read as Dicer inh -0.25.
For Cc1cc(C)n(C(=O)CCC(=O)O)n1 the results were Dicer inh 0.61.
`CCCCCC(=O)Nc1ccc(N2CCN(c3ccc(C(F)(F)F)cn3)CC2)nc1` gave Dicer inh 7.3.
`Cn1c(=O)c2c(nc(NCCCn3ccnc3)n2Cc2cccc3ccccc23)n(C)c1=O` gave Dicer inh -0.49.
For Cc1c(Br)sc2sc(-c3ccn(C)n3)c(C)c12 the results were Dicer inh 2.2.
Screening O=C1CC(/C=C/c2ccccc2)Cc2nc(N3CCN(Cc4ccc5c(c4)OCO5)CC3)ncc21 (configuration not stated) returned Dicer inh 4.6*.
For O=C(/C=C/c1cc([N+](=O)[O-])ccc1Sc1ccc(C(F)(F)F)cn1)Nc1ccc(Cl)cc1 the results were Dicer inh 0.38.
`O=C(c1ccc(Br)cc1)C(O)c1c[nH]c2ccccc12` (configuration not stated) gave Dicer inh 1.3.
Screening N=c1scc(-c2ccc(Cl)cc2)n1-c1cc(Cl)ccc1Cl returned Dicer inh 0.56.
`COc1cc(OC)cc(-c2nc(-c3ccc(-c4ccccc4)nc3OC)no2)c1` gave Dicer inh 1.1.
Screening COc1ccc(C2C(C(=O)OC3CCCCC3)=C(C)NC3=C2C(=O)CC(C)(C)C3)cc1O (configuration not stated) returned Dicer inh 0.85.
`COc1cccc(C(=O)OCC(=O)c2ccc(Br)cc2)c1` gave Dicer inh 5.9*.
Screening COC(Cn1c(SCC(=O)c2cccc(C(F)(F)F)c2)nnc1-c1ccc(Cl)cc1)OC returned Dicer inh -0.82.
`COc1ccc2c(c1)CCC1C2=NN(C)C1c1ccc(C(F)(F)F)cc1` (configuration not stated) gave Dicer inh -0.13.
For O=C1COc2ccc(C(=O)c3ccccc3C(=O)O)cc2N1 the results were Dicer inh -0.34.

Gathered by group: the entries above containing a COOH group (5)
For Cc1ccc(C2=NN(C(=O)CCC(=O)O)C(c3ccc(C)cc3)C2)cc1 (configuration not stated) the results were Dicer inh -0.32.
For CCOC(=O)c1c(NC(=O)CCC(=O)O)sc2c1CCCC2 the results were Dicer inh 2.2.
For O=C(O)CCC(=O)NCC(=O)c1ccc(F)cc1 the results were Dicer inh -0.23.
For Cc1cc(C)n(C(=O)CCC(=O)O)n1 the results were Dicer inh 0.61.
For O=C1COc2ccc(C(=O)c3ccccc3C(=O)O)cc2N1 the results were Dicer inh -0.34.

Carrying on.
Cc1ccc(NC(=O)c2ccccc2N)c(N)c1 was read as Dicer inh -1.7.
For Cc1ccc(C(CC(=O)c2ccco2)SCCO)cc1 (configuration not stated) the results were Dicer inh -1.9.
Screening Cc1ccc(N=Cc2cc(-c3ccccc3)sc2O)c(C)c1 returned Dicer inh 0.91.
COc1ccc(NS(=O)(=O)c2ccc(F)cc2)cc1OC1CCCC1 was read as Dicer inh -0.39.
For Cc1ccc(S(=O)(=O)NCCOC(=O)Nc2sc(=S)n(C)c2C)cc1 the results were Dicer inh 0.26.
Screening CC(=O)Nc1nc(-c2ccccc2)nc(C)c1-c1cc(C)c2c(C)nc(-c3ccccc3)nc2n1 returned Dicer inh -0.29.
CC(=O)N(/C=C/c1nnnn1-c1ccccc1)c1ccc(C)cc1 was read as Dicer inh 1.2.
Screening O=c1oc(-c2ccccc2)nc2c1oc1ccccc12 returned Dicer inh 0.91.
Screening CC1(C)OC(=O)C(=C2CCCN2)C(=O)O1 returned Dicer inh 1.5.
Screening O=C(O)c1ccccc1Nc1ccccc1F returned Dicer inh 0.08.
`Cc1ccc2nc(Nc3ncc4c(n3)CC(C)(C)CC4=O)nc(C)c2c1` gave Dicer inh 1.2.
For Cc1[nH]c2ccc(Cl)cc2c(=O)c1CN1CCN(C)CC1 the results were Dicer inh 1.
For CC(C)(C)c1ccc(Oc2coc3cc(O)ccc3c2=O)cc1 the results were Dicer inh -1.3.
CC(=O)/C(C=Nc1cccc(F)c1C#N)=C(\C)O was read as Dicer inh 10.
Screening COc1cc(C(=O)Oc2c(Cl)cc(Cl)cc2C=Nc2cccc([N+](=O)[O-])c2)cc(OC)c1OC returned Dicer inh 0.72.
Cc1ccc(C(=O)C2C(=O)N(c3ccccc3)C(=O)N(c3ccccc3)C2=O)cc1 was read as Dicer inh 0.02.
For Cc1ccc(-c2nnc(NCc3nc4ccccc4[nH]3)c3ccccc23)cc1S(=O)(=O)N(C)C the results were Dicer inh -1.3.
COc1ccc(OC2C(=O)N(Cc3ccc4c(c3)OCO4)C2c2sccc2C)cc1 (configuration not stated) was read as Dicer inh -0.63.
Screening CCOC(=O)c1cnc2c(c(C)nn2C)c1Sc1cccc(Cl)c1 returned Dicer inh -3.6.
Screening Cc1ccc2nc(Nc3nc4c(c(=O)[nH]3)CCCC4)nc(C)c2c1 returned Dicer inh 1.2.
Screening C=CCn1c(-c2ccccc2)nc2ccccc21 returned Dicer inh 1.3.
`CSc1nc2c(Cl)cccc2c2c1c(=O)n(Cc1ccc(Cl)cc1)n2C` gave Dicer inh 0.65.
Screening Cn1c2c(c(=O)n(C)c1=O)CN(CCCn1ccnc1)CN2 returned Dicer inh 0.99.
CSc1sc(-c2ccnc(SCc3c(Cl)cccc3Cl)n2)c2c1C(=O)CCC2 was read as Dicer inh 3.5*.
Screening CCOc1ccc(-n2nc3cc(C)c(N)cc3n2)cc1 returned Dicer inh 4.6*.
`CN1C(=O)c2cccc3cc([N+](=O)[O-])cc(c23)C1=O` gave Dicer inh 0.58.
`Cc1onc(-c2ccccc2)c1C(=O)N1CCC(O)(c2ccc(Cl)cc2)CC1` gave Dicer inh -0.22.
For COc1cccc2c1OC(C(C)C)N1N=C(c3cc(Cl)ccc3O)CC21 (configuration not stated) the results were Dicer inh 1.1.
For CCc1ccc(C2CC(=O)Nc3nc(N)[nH]c(=O)c32)cc1 (configuration not stated) the results were Dicer inh -1.1.
Screening COc1cc(-c2nc3ccccc3c(=O)o2)ccc1OC(C)=O returned Dicer inh 0.55.
CSc1nnc2c(n1)OC(c1ccc(OCC(=O)O)cc1)Nc1ccccc1-2 (configuration not stated) was read as Dicer inh 0.76.
Screening COc1cc(CNC(=O)CCCCCCC(C)C)ccc1O returned Dicer inh 0.29.
Screening N#C/C(=C\c1c(Cl)cccc1Cl)S(=O)(=O)c1cccs1 returned Dicer inh -0.95.
Screening CCCn1c(=O)ccn(-c2ccccc2C)c1=O returned Dicer inh 1.4.
O=C1c2cccc3c([N+](=O)[O-])ccc(c23)C(=O)N1NCCO was read as Dicer inh 1.6.
Cc1ccc(C2Nn3c(C)nnc3SC2C(=O)NCc2ccco2)cc1 (configuration not stated) was read as Dicer inh -0.3.
`COc1ccc(CN2CCN(C3CCCC3)CC2)cc1OCc1ccccc1` gave Dicer inh 0.06.
NC1=NC(c2ccc(F)cc2)n2c(nc3ccccc32)N1 (configuration not stated) was read as Dicer inh 0.81.
For O=C(O)CCCC(=O)Nc1ccc2c(c1)C(=O)OC2 the results were Dicer inh -4.8.
Screening COC(=O)c1ccc(Nc2nc(=O)c3cccnc3s2)cc1 returned Dicer inh 0.42.

Of the compounds above, two have a cyano group.
CC(=O)/C(C=Nc1cccc(F)c1C#N)=C(\C)O was read as Dicer inh 10.
Screening N#C/C(=C\c1c(Cl)cccc1Cl)S(=O)(=O)c1cccs1 returned Dicer inh -0.95.

Pulled by compound from the entries so far (2):
`COc1ccc(CN2CCN(C3CCCC3)CC2)cc1OCc1ccccc1` gave Dicer inh 0.06.
O=C1c2cccc3c([N+](=O)[O-])ccc(c23)C(=O)N1NCCO was read as Dicer inh 1.6.
